Screening data from PubChem BioAssay.
G9a block: inhibitors of human histone lysine methyltransferase G9a; G9a H3K9 monomethylation, AlphaScreen, 2 h; 350,000 compounds, 8.8% hits; Potency, µM (doses to about 102 µM), for inactives: at the highest dose activity, negative = inhibition, usual class: inhibitors; also: potency is read from the fitted curve at half-maximal effect; % is scaled to controls: 0 for no effect and ±100 for the full control effect; nearly all actives have a fitted effect of over 75% in size
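Step 1: enzyme (final 20 nM) with compound, 15 min RT. Step 2: substrate peptide 500 nM and SAM 20 uM, 2 h RT. Step 3: anti-H3K9me1 antibody and AlphaScreen beads, 10 min, then plate read.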
JMJD2A Tudor: JMJD2A Tudor domain (human) inhibition; AlphaScreen JMJD2A-Tudor / H3K4me3 peptide binding; Potency, µM (series often up to 114 µM), inactives show at the highest dose activity change, negative = inhibition, hits mostly inhibitors; 390,000 compounds, 4.4% hits; AID 504339; also: potency is read from the fitted curve at half-maximal effect; % is scaled to controls: 0 for no effect and ±100 for the full control effect; nearly all actives have a fitted effect of over 50% in size
ERG-DNA inh: inhibitors of human ERG Ets domain-DNA interaction | fluorescence polarization, His-ERG Ets domain / labelled DNA | Potency, µM (highest dose often 76.9 µM), for inactives: at the highest dose FP activity, negative = inhibition, hits mostly inhibitors | 370,000 compounds, 0.028% hits; active = well fitted inhibition curve with a large enough effect in the polarisation, with a control signal flat; inconclusive = small, poorly fitted or top-dose-only effect, or effect the other way, or a change in a side signal; inactive = no such curve, though single readings can be large or run the other way; the % refers to the polarisation;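 also: polarization taken with two DNA probes labelled with fluorescein and Texas red; potency is read from the fitted curve at half-maximal effect; % of control where 0% means no effect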
Target sequence (P11308 whole entry, looked up, the tested form may be a part): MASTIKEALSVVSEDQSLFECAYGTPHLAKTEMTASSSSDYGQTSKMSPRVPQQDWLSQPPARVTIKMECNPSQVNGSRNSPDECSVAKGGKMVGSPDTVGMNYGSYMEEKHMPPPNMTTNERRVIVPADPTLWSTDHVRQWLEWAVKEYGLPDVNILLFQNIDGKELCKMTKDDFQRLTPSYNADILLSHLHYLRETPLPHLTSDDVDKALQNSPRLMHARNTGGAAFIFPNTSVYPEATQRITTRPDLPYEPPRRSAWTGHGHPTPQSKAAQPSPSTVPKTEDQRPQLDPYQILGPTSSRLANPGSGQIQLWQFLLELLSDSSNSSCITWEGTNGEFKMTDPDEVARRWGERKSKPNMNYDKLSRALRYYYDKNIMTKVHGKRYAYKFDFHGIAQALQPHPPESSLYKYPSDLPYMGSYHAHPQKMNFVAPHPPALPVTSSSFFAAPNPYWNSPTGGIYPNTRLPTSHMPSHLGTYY
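His-tagged ERG Ets domain (1 uM in the protein solution; 300mM KCl, 50mM Tris-HCl, 1mM EDTA, 1mM DTT, pH 7.5) received compound, then a probe mix of 5 nM fluorescein-DNA and 100nM Texas-615-DNA. Fluorescence polarization was read for both dyes.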
PI4K2A block: PI4K2A (human) kinase inhibition. activity change, negative = inhibition, % at 76.9 µM. Q9BTU6. 420,000 compounds, 0.13% hits. AID 1346378. purified PI4K2A, ADP-Glo luminescence, 1 h; hits give low values; in the data active = activity change below about -50%; inconclusive = mostly about -30% to -49%;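 also: -100% = wells without enzyme as full effect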
Target sequence (Q9BTU6 whole entry, looked up): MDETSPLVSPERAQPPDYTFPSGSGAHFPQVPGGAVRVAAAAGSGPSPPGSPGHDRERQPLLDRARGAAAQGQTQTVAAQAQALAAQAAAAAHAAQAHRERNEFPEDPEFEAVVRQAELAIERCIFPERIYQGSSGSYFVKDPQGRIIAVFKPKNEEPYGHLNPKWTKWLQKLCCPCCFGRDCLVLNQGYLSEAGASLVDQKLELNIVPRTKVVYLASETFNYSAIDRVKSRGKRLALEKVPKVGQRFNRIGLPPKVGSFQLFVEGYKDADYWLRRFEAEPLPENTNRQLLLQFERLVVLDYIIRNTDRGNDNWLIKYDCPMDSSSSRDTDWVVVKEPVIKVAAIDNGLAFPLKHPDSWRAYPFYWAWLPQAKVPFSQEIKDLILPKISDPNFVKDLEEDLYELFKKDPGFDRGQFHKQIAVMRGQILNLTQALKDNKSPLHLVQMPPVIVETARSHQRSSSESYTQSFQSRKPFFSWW
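ADP-Glo luminescence measured ADP generated by PI4K2A enzyme (4 ug/mL before mixing) with 1.2 mM PI substrate (pre-mix) and 300 microM ATP (pre-mix). Tris pH7.5 buffer with MgCl2, Triton X-100; 1 h reaction at ambient temperature.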
Pin1 inhibitor: blocks the human prolyl isomerase Pin1; Pin1 FP peptide displacement, HiFluor488, 10 min; Potency, µM (titrated, usually from 115 µM), for the others: top-dose activity, negative = inhibition, usual class: inhibitors; 390,000 compounds, 0.009% hits; AID 504891; active = well fitted inhibition curve with a large enough effect in the polarisation, with a control signal flat, not every such curve was filed as active; inconclusive = small, poorly fitted or top-dose-only effect, or effect the other way, or a change in a side signal; inactive = no such curve, though single readings can be large or run the other way; the % refers to the polarisation; also: potency is read from the fitted curve at half-maximal effect; % is scaled to controls: 0 for no effect and ±100 for the full control effect
Tb PGK inh: inhibitors of T. brucei phosphoglycerate kinase; P07378; AID 602233; 380,000 compounds, 0.043% hits; PGK/GAPDH coupled, Kinase-Glo luminescence, 60 min; Potency, µM (doses to about 57.5 µM), without a hit: top-dose activity change, negative = inhibition, hits mostly inhibitors; also: potency is read from the fitted curve at half-maximal effect; % is scaled to controls: 0 for no effect and ±100 for the full control effect; nearly all actives have a fitted effect of over 60% in size
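Recombinant glycosomal PGK reaction used 1,3-bisphosphoglycerate generated in-well by GAPDH (100nM final) in 100mM TEA pH 7.6, 5mM MgCl2, 0.01% Tween-20. After 60 minutes at room temperature, ATP was read by Kinase-Glo Plus luminescence end-point.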
BAZ2B block: BAZ2B (human) inhibition; Q9UIF8; AlphaScreen BAZ2B-H3K14Ac peptide displacement; Potency, µM (highest dose often 114 µM), without a hit: at the highest dose activity change, negative = inhibition, hits mostly inhibitors; 360,000 compounds, 4.4% hits; AID 504333; also: potency is read from the fitted curve at half-maximal effect; % is scaled to controls: 0 for no effect and ±100 for the full control effect; nearly all actives have a fitted effect of over 60% in size
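Compounds, titrated to a top concentration of 110 uM, were incubated 30 min at room temperature with preformed BAZ2B/acetyl-K14 H3 peptide complex (50 nM each). Proximity signal was measured by AlphaScreen after 20 min with beads.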
GLS inhibitor: inhibitors of human glutaminase (GLS) | 410,000 compounds, 0.21% hits | GLS enzymatic activity, qHTS titration | Potency, µM (top dose mostly 45.5 µM), inactives show top-dose activity change, negative = inhibition, actives largely listed as inhibitors | AID 624170; also: potency is read from the fitted curve at half-maximal effect; % is scaled to controls: 0 for no effect and ±100 for the full control effect
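Coupled fluorescence readout: glutamate oxidase/HRP/Amplex Red detect glutamate formed by hKGA from L-glutamine (1 mM solution added). Buffer 45 mM KH2PO4 pH 8.2, 0.02% Tween-20; reads at t0 and 30 min RT.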
HP1b chromo inh: inhibitors of HP1-beta chromodomain binding to methylated histone tails; P83916; AlphaScreen HP1-beta / biotin-H3K9me3 peptide binding; Potency, µM (highest dose often 114 µM), without a hit: top-dose activity change, negative = inhibition, hits mostly inhibitors; 390,000 compounds, 0.56% hits; AID 540317; also: potency is read from the fitted curve at half-maximal effect; nearly all actives have a fitted effect of over 70% in size; inactives centre near 23
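HP1-beta protein (50 nM final) preincubated 30 min at room temperature with biotinylated H3(1-18)K9me3 peptide (50 nM) in PBS pH 7.4, 0.01% Tween-20, then compound added for 30 min. AlphaScreen streptavidin donor/nickel chelate acceptor beads (10 ug/mL final), 30 min dark, luminescence read.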
* = called active by the depositor; i = inactive; ? = inconclusive; / = not tested or not shown; [ ] = dose if it differs, or a comment. Unless noted, calls follow the shape of the dose curve; as a rule, active = well fitted curve in the direction sought with a large enough effect; inconclusive = small, poorly fitted or top-dose-only effect, or another doubt; inactive = no such curve, though single readings can be large; an effect the other way counts as inactive or inconclusive. Compounds were not picked by outcome, and some 11% of all compounds hit somewhere here.

molecule | G9a block | JMJD2A Tudor | ERG-DNA inh | PI4K2A block | Pin1 inhibitor | Tb PGK inh | BAZ2B block | GLS inhibitor | HP1b chromo inh
Cc1cc(NC(=O)COc2ccc(F)c(Cl)c2)no1 | -12% | -4% | ? | -6 | 6% | -10% | -7% | -13% | 23%
CC(=O)c1cn(C)c(=O)c2ccccc12 | / | -7% | 7% | 0 | 6% | -12% | -8% | -2% | 72%[activator]
Nn1c(SCC(=O)Nc2cccc(C(F)(F)F)c2)nncc1=O | 22% | -17% | -15% | -4 | -7% | -10% | 0% | 1% | 52%[activator]
O=C(OCc1ccc([N+](=O)[O-])cc1)c1cc([N+](=O)[O-])ccc1N1CCOCC1 | ? | ? | 14% | 2 | 2% | i | -34% | 6% | -20%
CCS(=O)(=O)N1CCC(C(=O)c2ccc(Cl)cc2)CC1 | 4%[59 µM] | -1% | -4% | 0 | -3% | -3% | 6% | 18% | 9%
COc1cc(/C=C2\SC(N)=NC2=O)cc(Cl)c1O | 8%[0.501 µM] | -10% | 60%[activator] | 1 | ? | i | -37% | 42%[activator] | 27%
Cc1c(NC(=O)CSc2ccccn2)c(=O)n(-c2ccccc2)n1C | -30%[12.7 µM] | -2% | 9% | 2 | 0% | -9% | -9% | 4% | 16%
CSCC[C@H](NC(=O)COc1ccc(Cl)cc1)c1nc2ccccc2[nH]1 | 7%[59 µM] | -15% | 0% | -9 | 0% | i | ? | -14% | 16%
COc1ccc2c(c1)c1ncn(CCc3ccccc3)c(=O)c1n2C | -39%[59 µM] | -3% | 1% | 7 | 4% | -4% | 4% | 2% | 20%
Cc1ccccc1C(=O)NC(CC(C)C)C(=O)OCc1cc(=O)n2cc(Br)ccc2n1 (stereo not drawn) | 24%[59 µM] | -10% | 4% | -1 | -2% | 0% | -3% | 4% | 16%
O=C(c1cc2ccccc2oc1=O)N1CCCN(C(=O)c2cc3ccccc3oc2=O)CC1 | / | -16% | 1% | -10 | 4% | -8% | / | 1% | 7%
Cc1cccc(NC(=O)Nc2ccc(C)cc2Br)c1 | 10%[59 µM] | -19% | 2% | -6 | 1% | -4% | 11% | 6% | 9%
COc1ccc(NC(=O)C(=O)N/N=C/c2cccnc2)c(OC)c1 | 23%[59 µM] | -13% | 4% | -2 | 16% | -5% | -8% | 0% | 27%
CC(=O)Cc1nsc(NC(=O)c2ccc(-c3cccc(C(F)(F)F)c3)o2)n1 | ? | -18% | -21% | -1 | -4% | -5% | -5% | 4% | 19%
O=C(CNC1CCCCC1)Nc1cccc(C(F)(F)F)c1 | / | -17% | -1% | -1 | -6% | -2% | 6% | 20% | 21%
Cc1ccccc1N=Cc1c(O)n(-c2nccs2)c(=O)c2ccccc12 | 23%[59 µM] | -12% | 1% | -9 | 21% | i | -8% | 2% | 13%
CC1(c2ccc3c(c2)OCCCO3)NC(=O)N(CC(=O)NCCc2ccccc2)C1=O (stereo not drawn) | -5%[2.33 µM] | -8% | 25% | 4 | 0% | i | 8% | -8% | 38%
NC(=O)c1ccc(NC(=O)CSc2nnc(C3CCCCC3)n2N)cc1 | 8% | -16% | -5% | 1 | 1% | 12% | -4%[57.1 µM] | 5% | 72%[activator]
COc1ccc2c(c1)C(=O)[C@H](O)[C@@H](c1ccc(OC)c(Br)c1)O2 | 2% | -19% | -15% | 1 | -2% | -2% | -35% | 2% | 1%
O=[N+]([O-])c1ccc2c(c1)nc1n2CCCCC1 | 1% | -11% | -5% | 1 | 0% | 3% | -2% | 1% | 22%
COc1ccc(CN2CCNC(=O)C2CC(=O)N(C)Cc2nc(C)cs2)c(OC)c1 (stereo not drawn) | 50µM* | -8% | 4% | -3 | -12% | -2% | -33% | -1% | 9%
CC(C)CC(=O)NNC(=O)C(C)C | 2%[59 µM] | 8% | 5% | 3 | -6% | -8% | 9% | -4% | 45%[activator]
CN1C(=O)C(C(=O)Nc2ccccc2F)c2ccccc21 (stereo not drawn) | -12%[59 µM] | ? | -4% | 1 | 9% | -4% | -22% | 9% | -8%
COc1cccc(-c2sc3ccc(OC)cc3c2-c2ccc(OC)cc2F)c1 | 2%[0.501 µM] | 19% | 10% | 0 | 7% | -3% | 8% | -1% | 94%[activator]
CC1(c2ccc(OC(F)F)cc2)NC(=O)N(CC(=O)NC2CCCCC2)C1=O (stereo not drawn) | 15% | -9% | 0% | -2 | -9% | -4% | -3% | 1% | 27%
COc1ccc(CNC(=O)C2CCN(C(=O)N3CCOc4ccc(Cl)cc43)CC2)cc1 | 1%[59 µM] | ? | 9% | -11 | 5% | i | 14% | 5% | 9%
CC(Oc1ccc2c3c(c(=O)oc2c1)CCCC3)C(=O)NCc1ccccn1 (stereo not drawn) | / | -10% | -2% | -3 | -2% | 4% | -22% | 3% | 32%
CCn1c2ccccc2c2cc(/C=N/NC(=O)c3ccncc3)ccc21 | -33% | -27% | -12% | -22 | 4% | -5% | -32% | -22% | 13%
COCCSc1nnc(NC(=O)CS(=O)(=O)c2ccccc2)s1 | ? | -5% | 8% | 0 | -7% | i | 7% | 0% | 27%
Cc1ccccc1C(C)NS(=O)(=O)c1ccc2c(c1)OCCO2 (stereo not drawn) | / | -15% | -6% | 0 | -1% | -1% | / | 11% | 28%
CC(C)n1nnc(-c2ccc(OCc3ccccc3F)cc2)n1 | -64%[0.501 µM] | 167%[activator] | -15% | -13 | ? | -7% | 144%[activator] | 6% | 140%[activator]
CCOC(=O)C(C)/C(C)=N/NC(=O)CCC(=O)Nc1cc(C)ccc1C (stereo not drawn) | 4% | -6%[11.4 µM] | -6% | 1 | 3% | -1% | -25% | -3% | 47%[activator]
CC(C)NC(=O)N(Cc1ccccc1)Cc1cccs1 | 8% | 8% | -9% | 0 | 3% | i | -1% | -3% | 20%
Cc1ccc(NC(=O)/C=C/c2ccc(C)o2)c(C)c1 | 11µM* | ? | -1% | -1 | 0% | -2% | 79µM* | -22% | ?
O=C(N/N=C/c1cccs1)C1CC(=O)N(c2ccccc2)C1 (stereo not drawn) | 4%[59 µM] | -3% | -4% | 6 | 7% | 3% | -8% | -5% | 18%
COC(=O)c1ccc(C2c3c(n[nH]c3C)C(=O)N2c2ccc(C)cc2)cc1 (stereo not drawn) | -42% | -21% | -9% | -4 | -4% | -2% | -5% | 1% | 23%
Cc1cccc2cc(CN(Cc3cccs3)C(c3nnnn3C3CCCC3)C(C)C)c(=O)[nH]c12 (stereo not drawn) | 9% | 15%[11.4 µM] | 6% | -6 | -3% | i | 18% | -2% | -19%
Cc1ccc2c(c1)NC(=O)C(CC(=O)Nc1ccccc1Cl)O2 (stereo not drawn) | -4%[59 µM] | -13% | 19% | -1 | 12% | -2% | 3% | -8% | 11%
CCOC(=O)[C@@H]1[C@H]2COc3cc(OC)ccc3[C@@H]2N2C(=O)N(c3ccc(C(F)(F)F)cc3)C(=O)[C@]12C | / | -8% | -9% | 1 | -5% | -2% | -4% | -4% | 30%
CCS(=O)(=O)c1nc(S(=O)(=O)c2ccc(C)cc2)c(N2CC(C)CC(C)C2)s1 (stereo not drawn) | / | -16% | -6% | 9 | 6% | 0% | -9% | 8% | 17%
Cc1ccc(CNC(=S)Nc2cc(C(=O)O)ccc2C)cc1 | -33% | -11% | -1% | 6 | -2% | -3% | 11% | 2% | 0%
CCc1ccc(CNC(=O)CCc2cn(C)c3ccccc23)cc1 | -15% | -1% | -4% | 9 | 0% | -4% | -1% | -7% | 9%
CC(NC(=O)C(=O)NCCCn1ccnc1)c1ccccc1 (stereo not drawn) | -1% | 6% | -14% | -23 | -3% | 2% | 1% | 2% | 13%
Cc1ccc(C(=O)N/N=C\C2CC=CCC2)cc1[N+](=O)[O-] (stereo not drawn) | / | -3% | -17% | 1 | -3% | -6% | -11% | -1% | 35%
O=C(NCc1ccc2c(c1)OCO2)c1ccc(CS(=O)Cc2cccc(Cl)c2)o1 (stereo not drawn) | 20% | -18% | 5% | 2 | -4% | -2% | -16% | 4% | 27%
CSCCC(NC(=O)COc1ccccc1)C(=O)N1CCN(c2ccccc2O)CC1 (stereo not drawn) | -46%[59 µM] | -8% | -6% | 2 | -4% | 3% | -7% | ? | 3%
Cc1cc2ccccc2n1CCNC(=O)c1ccccc1F | -6%[59 µM] | -35% | 1% | -1 | -3% | i | -39% | -12% | -9%
O=C(NCc1ccccc1)c1ccccc1NC(=O)C1CCCCC1 | 53%[activator] | -5% | 1% | -3 | -2% | 7% | 0% | 2% | 36%
Cc1ccc2c(=O)c(C(=O)c3ccc(F)cc3)cn(CC(=O)NCc3ccco3)c2n1 | 50µM* | ? | 12% | -17 | 53%[activator] | -10% | 50µM* | -16% | -3%
COc1ccccc1N1CCN(c2ncnc3c2cnn3-c2ccc(C)cc2)CC1 | 9%[59 µM] | -4% | 5% | 2 | -2% | -6% | 0% | 4% | 21%
CCN(CC)S(=O)(=O)c1ccc(N(C)CCc2ccc(OC)c(OC)c2)nc1 | 16% | -23% | 10% | 1 | 1% | -3% | -8% | -5% | 2%
OCCC1CN(CCCn2cccn2)CCN1C1CCCCC1 (stereo not drawn) | / | -7% | 0% | -4 | ? | -1% | -12% | -1% | 10%
